Screens deposited in PubChem BioAssay by The Scripps Research Institute Molecular Screening Center.
PREPL inhibitor – inhibits the human prolyl oligopeptidase-like enzyme. AID 2751. recombinant PREPL, fluorescence polarization activity-based probe. 320,000 tested, 0.68% active. inhibition, % at 5.96 µM. Q4J6C6; in the data active = inhibition above about 43%;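 also: 0% = enzyme with DMSO and 100% = wells lacking enzyme; many of its hits are not listed in these tables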
PAFAH2 inh – PAFAH2 (human) inhibition | Q99487 | recombinant PAFAH2, FP-rhodamine activity probe, fluorescence polarization | inhibition, % at 3.39 µM | 340,000 tested, 0.99% active | AID 492956;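 active = inhibition above the mean over all tested compounds plus 3 SD, cut at about 30% in these data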;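 also: inhibitors block probe labeling of enzyme so polarization drops; 0% = enzyme with DMSO and 100% = wells lacking PAFAH2 protein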
pPAFAH inh – inhibitors of human plasma PAF acetylhydrolase (pPAFAH) | inhibition, % at 3.39 µM | 330,000 tested, 1.5% active | recombinant pPAFAH, FP-rhodamine probe fluorescence polarization | AID 463082 | Q13093;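 active = inhibition above the mean inhibition across the screen plus 3 SD, cut at about 25% in these data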;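 also: inhibitors block binding of the rhodamine activity-based probe so polarization drops; 0% = enzyme with DMSO and 100% = wells lacking pPAFAH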
ZTA DNA inh – counter-screen for EBNA-1 inhibitors: inhibitors of Epstein-Barr virus ZTA; P03206; ZTA-DNA binding, fluorescence polarization; inhibition, % at 11 µM; 320,000 tested, 0.15% active; AID 2234; in the data active = inhibition above about 33%
Target sequence (P03206 whole entry, looked up): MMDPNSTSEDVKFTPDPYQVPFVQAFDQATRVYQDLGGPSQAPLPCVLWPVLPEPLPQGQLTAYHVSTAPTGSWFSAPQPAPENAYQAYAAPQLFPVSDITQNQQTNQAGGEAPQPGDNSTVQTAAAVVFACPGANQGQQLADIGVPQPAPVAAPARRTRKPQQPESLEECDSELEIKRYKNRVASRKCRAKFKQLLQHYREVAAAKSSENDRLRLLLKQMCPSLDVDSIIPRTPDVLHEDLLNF
PAFAH1B2 inh – blocks human PAF acetylhydrolase 1b catalytic subunit 2 | 340,000 tested, 1.2% active | P68402 | inhibition, % at 3.39 µM | recombinant PAFAH1B2, FP-rhodamine activity probe, fluorescence polarization;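 active = inhibition above the mean of all tested compounds plus 3 SD, cut at about 24% in these data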;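 also: 0% = enzyme with DMSO and 100% = wells lacking PAFAH1B2; many of its hits are not listed in these tables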
Target sequence (P68402 whole entry, looked up): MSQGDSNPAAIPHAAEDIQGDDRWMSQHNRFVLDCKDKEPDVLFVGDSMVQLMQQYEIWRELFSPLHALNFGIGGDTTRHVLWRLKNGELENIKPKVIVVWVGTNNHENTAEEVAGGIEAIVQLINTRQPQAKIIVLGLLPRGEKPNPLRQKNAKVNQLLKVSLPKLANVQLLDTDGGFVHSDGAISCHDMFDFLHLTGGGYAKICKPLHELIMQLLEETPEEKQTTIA
PAFAH1B3 inh – PAFAH1B3 (human) inhibition. recombinant PAFAH1B3, FP-rhodamine probe, fluorescence polarization. inhibition, % at 3.39 µM. 340,000 tested, 0.28% active. AID 492972;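 active = inhibition above the screen-wide average of all tested compounds plus 3 SD, cut at about 25% in these data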;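 also: 0% = enzyme with DMSO only and 100% = wells lacking PAFAH1B3 protein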
LYPLA1 inh – counter-screen for PME1 inhibitors: inhibitors of human LYPLA1; O75608; recombinant LYPLA1, FP-Rh probe fluorescence polarization; inhibition, % at 5.9 µM; 320,000 tested, 0.16% active; AID 2174;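 active = inhibition above the mean of all tested compounds plus 3 SD, set per campaign, cut at about 14% in these data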;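 also: inhibitors block serine hydrolase probe labeling of LYPLA1 so polarization falls; 0% = enzyme with DMSO and 100% = wells lacking LYPLA1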
Target sequence (O75608 whole entry, looked up): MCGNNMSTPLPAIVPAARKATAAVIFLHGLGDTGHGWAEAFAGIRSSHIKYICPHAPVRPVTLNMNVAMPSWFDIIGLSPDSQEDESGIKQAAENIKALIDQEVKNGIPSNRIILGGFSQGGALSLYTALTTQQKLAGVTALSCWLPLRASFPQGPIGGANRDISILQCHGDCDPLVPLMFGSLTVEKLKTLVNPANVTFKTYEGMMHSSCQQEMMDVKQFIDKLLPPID
LYPLA2 inh – counter-screen for PME1 inhibitors: inhibitors of human LYPLA2; 320,000 tested, 0.38% active; recombinant LYPLA2, FP-Rh probe fluorescence polarization; O95372; inhibition, % at 5.9 µM; AID 2177;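 active = inhibition above the screen-wide mean plus 3 SD, limit set per campaign, cut at about 26% in these data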;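 also: 0% = LYPLA2 with DMSO and 100% = wells lacking LYPLA2 enzyme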
Target sequence (O95372 whole entry, looked up): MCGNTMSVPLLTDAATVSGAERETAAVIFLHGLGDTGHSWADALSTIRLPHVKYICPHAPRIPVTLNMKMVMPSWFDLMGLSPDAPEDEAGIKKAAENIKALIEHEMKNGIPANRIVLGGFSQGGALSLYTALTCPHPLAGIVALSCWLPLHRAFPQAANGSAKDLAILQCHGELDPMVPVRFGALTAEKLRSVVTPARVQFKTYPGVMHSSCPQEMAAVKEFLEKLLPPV
EBNA-1 inh – blocks EBNA-1 binding to DNA; inhibition, % at 14.8 µM; AID 1950; 300,000 tested, 0.34% active; EBNA-1 DNA binding, fluorescence polarization; in the data active = inhibition above about 28%
An asterisk follows results filed as active; · = no result given. Not all compounds are listed; the hit share may differ from the screen's.

SMILES | PREPL inhibitor | PAFAH2 inh | pPAFAH inh | ZTA DNA inh | PAFAH1B2 inh | PAFAH1B3 inh | LYPLA1 inh | LYPLA2 inh | EBNA-1 inh
COc1cc(O)c(C(CCN2CCOCC2)c2ccc3c(c2)OCO3)c(OC)c1 (configuration not stated) | -10 | -4 | -4 | 0 | -3 | 10 | 0 | 0 | 4
Cc1cccc(Oc2ccc(N)cc2)c1 | 7 | -2 | 13 | 1 | -2 | -1 | 1 | 8 | 4
Cc1ccc(NC(=O)CN2C(=O)NC3(CCc4ccccc43)C2=O)cc1 (configuration not stated) | 8 | 4 | -3 | 8 | 6 | 0 | 5 | 2 | 2
Nc1nnc(Cc2cccc(Br)c2)s1 | 3 | -1 | 3 | -1 | -1 | 2 | -1 | 4 | 12
CC(C)CCN1C(=O)c2ccc(C(=O)NCc3ccco3)cc2C1=O | -7 | 0 | 2 | -5 | 1 | -1 | 7 | 28* | 4
COc1ccc(C)cc1Nc1nc(C)nc2sc(C)cc12 | 6 | 6 | 5 | -2 | -2 | -1 | -2 | 2 | 5
COc1ccccc1NC(=O)Nc1ccccc1C(N)=O | -3 | 6 | 1 | -4 | 0 | 6 | 1 | -4 | -3
O=C(NC(=S)NCC1CCCO1)c1ccc(Cl)cc1 (configuration not stated) | 2 | -9 | 0 | -7 | -5 | -1 | 3 | 6 | 1
CCn1cc(S(=O)(=O)c2ccc(C)cc2)[nH]c1=O | 15 | 2 | -3 | 2 | 7 | 1 | 0 | -3 | -13
O=C(NCCn1cccc1)c1cccc2ccccc12 | -1 | -5 | 3 | 18 | -8 | -9 | 1 | -6 | 0
CC(=O)Nc1ccc(S(=O)(=O)Oc2ccc3c(c2)C(C)=CC(C)(C)N3)cc1 | 1 | · | 4 | -13 | · | · | -3 | -6 | -4
O=C1Nc2c(Br)cccc2C1=O | 1 | -3 | -3 | · | 7 | 17 | · | · | ·
c1ccc(-c2nc(N3CCN(c4ccccc4)CC3)nc(-n3ccnc3)n2)cc1 | 9 | -2 | 4 | 18 | 1 | 4 | 0 | 5 | -6
CCCn1nnc(NC(=O)C(C)C)n1 | -3 | 0 | 4 | 6 | 0 | 8 | 2 | -3 | 7
Cc1[nH]c2ccccc2c1-c1nc2ccccc2[nH]1 | 12 | 6 | 4 | 1 | 1 | 2 | -3 | 1 | 3
O=C(CSc1nc2c(c(=O)n1-c1ccc(Cl)cc1)SCC2)N1CCCC1 | 8 | -4 | 5 | -1 | 1 | -3 | -4 | -5 | 0
Cn1c(=O)n(CCC(=O)O)c2ccccc21 | 0 | 2 | 0 | 4 | 0 | 1 | -1 | 2 | -11
O=C(CC(C(=O)O)c1cccc(Br)c1)c1ccc(Cl)cc1 (configuration not stated) | -2 | 6 | 3 | 2 | 5 | 3 | -4 | 2 | 0
O=C(Nc1ccc(F)cc1)c1ccccc1NS(=O)(=O)N1CCCC1 | 4 | 4 | 2 | -18 | 6 | -1 | 3 | -2 | -6
CCc1nc(CNC(=O)C2CCC(=O)N(Cc3cccc(OC)c3)C2)no1 (configuration not stated) | 0 | -6 | 1 | 1 | -2 | 9 | -1 | 3 | -3
O=C(Nc1ccc(C(=O)O)cc1)Nc1ccc([N+](=O)[O-])cc1 | -2 | -7 | 3 | 12 | 1 | -1 | -3 | -3 | 8
O=C(NCC1CCCO1)C(=O)c1c[nH]c2ccccc12 (configuration not stated) | -5 | -4 | 4 | -5 | 0 | -5 | 2 | -1 | 4
Cc1ccc(-c2cc(-c3ccccc3)nc(N/N=C/c3cccnc3)n2)cc1 | 8 | -7 | -4 | 1 | -3 | -8 | -19 | -20 | 0
COc1ccc(NC(=O)C(=O)NNC(=O)c2cccs2)c(OC)c1 | 6 | 9 | 3 | 17 | 4 | 14 | -1 | 5 | 3
COC(=O)c1ccc(CSc2nnc(N)s2)cc1 | 7 | 6 | 0 | 0 | 0 | 2 | -3 | -6 | 1
O=C(Nc1nccs1)OCc1ccccc1 | 4 | · | -2 | -10 | · | · | 0 | -3 | -16
CCOC(=O)c1cccc(NC(=O)CSc2nnc(C)n2Cc2ccccc2)c1 | -3 | -6 | -4 | 2 | 2 | 8 | -3 | 4 | 4
CC(C(=O)Nc1ccc(Cl)cc1Cl)N1C(=O)NC2(CCCCCCC2)C1=O (configuration not stated) | -5 | -4 | 0 | -2 | 1 | 7 | 3 | -3 | ·
Cc1ccc(NC(=O)COC(=O)Cn2cnc3ccccc32)c(C)c1 | -4 | -13 | -3 | · | 12 | 7 | · | · | ·
CCN(CC)C(=O)c1n[nH]c(=O)c2ccccc12 | 6 | -7 | 4 | 3 | 1 | -3 | -1 | 1 | 5
COc1ccccc1CNC(=O)COc1cc2c(c3oc(=O)cc(C)c13)CCC(C)(C)O2 | 2 | 18 | 12 | 1 | 27* | 2 | 3 | 3 | 5
CCN(CC)S(=O)(=O)c1cc(NC(=O)c2cccc(N3C(=O)CCC3=O)c2)ccc1Cl | -4 | -2 | 3 | -1 | 5 | 7 | -5 | -7 | -7
Cc1cc(Sc2nc(N)ncc2[N+](=O)[O-])ncn1 | 7 | 7 | 4 | -6 | 2 | 1 | 0 | -3 | 3
COC(=O)c1ccc(NC(=O)C2CC3CCC2C3)cc1 (configuration not stated) | 7 | 2 | 0 | 12 | 5 | 3 | 0 | 0 | -1
Cc1ccc(C(=O)NNc2cc(=O)n(C)c(=O)n2C)cc1C | 2 | 2 | -6 | 9 | 3 | 5 | -5 | -6 | -4
COc1ccc(CCN(C)C(=O)CCCN2C(=O)c3cccc4cccc(c34)C2=O)cc1OC | 1 | -3 | -4 | 9 | -2 | 3 | -7 | -6 | -2
O=C(CSc1nc(-c2ccccc2Cl)ns1)NCc1ccco1 | 11 | -9 | 6 | 4 | 7 | -4 | -2 | 7 | 2
Fc1cccc(NC(=S)N2CCCCC2)c1 | 8 | 0 | 4 | -19 | 5 | 1 | 3 | 7 | 1
CCN(CC)CCC(=O)N1c2ccccc2Sc2ccc(Cl)cc21 | -46 | 13 | 9 | 16 | -3 | 2 | -9 | 0 | 0
O=C(O)c1cccc(S(=O)(=O)N2CCC(n3nnc4cc(C(F)(F)F)ccc43)CC2)c1 | 10 | 0 | -7 | 3 | 10 | -1 | 1 | -1 | -11
Cc1nn(Cc2ccc(C(=O)N3N=C(C(F)F)CC3(O)C(F)F)cc2)c(C)c1[N+](=O)[O-] (configuration not stated) | 9 | 17 | 3 | 4 | 2 | 6 | 0 | -3 | 14
N#C/C(=C\c1ccccc1Cl)C(=O)NC(=O)Oc1ccccc1 | 9 | 7 | 3 | -11 | -3 | 2 | 0 | -1 | -6
COc1ccc(S(=O)(=O)N2CCCC2C(=O)n2nc(C)cc2C)cc1 (configuration not stated) | 1 | -1 | 1 | -1 | 2 | 2 | 3 | 10 | 5
O=C(Cn1cnc2c(cnn2-c2ccc(Cl)cc2)c1=O)N1CCN(c2ccccc2)CC1 | 10 | 1 | 7 | 21 | 1 | 2 | 2 | 2 | 14
O=C(CSc1ncnc2c1nnn2-c1ccc(F)cc1)NCC1CCCO1 (configuration not stated) | -5 | -1 | 2 | 15 | 8 | 1 | 1 | 5 | 13
Cc1cc(O)c(C2(O)C(=O)Nc3ccccc32)cc1C (configuration not stated) | 5 | 7 | 0 | -1 | 3 | -2 | 2 | -2 | 0
COc1ccc(N2CCN(C(CNC(=O)C(=O)NCCCn3ccnc3)c3cccnc3)CC2)cc1 (configuration not stated) | 6 | 2 | 3 | 9 | -3 | 8 | -1 | 0 | 12
Cc1cc(C(=O)COC(=O)CCc2nc3ccccc3c(=O)[nH]2)c(C)n1CC1CCCO1 (configuration not stated) | 1 | · | -6 | -27 | · | · | -1 | -2 | -4
COC(=O)N/N=C/c1cn(CC(C)COc2ccccc2)c2ccccc12 (configuration not stated) | 17 | 1 | 13 | -8 | 3 | 9 | 3 | 3 | -5
Cc1cnc(NC(=O)CSc2nnc(Cc3ccccc3)o2)s1 | 8 | 5 | 4 | 10 | -3 | -3 | 0 | -7 | -3
COc1ccc(C2C=C(c3ccccc3)Nc3nc(CCCO)nn32)cc1 (configuration not stated) | -4 | · | -2 | 2 | · | · | -1 | -1 | -2
Cn1cc(SCC(=O)N2CCCc3ccccc32)c2ccccc21 | -9 | 4 | 4 | 0 | 2 | 6 | 0 | 3 | -1
COC(=O)c1ccccc1NC(=O)CC#N | 1 | 0 | 0 | 0 | -7 | 1 | 0 | 5 | 0
COc1cccc(C(=O)/C=C/Nc2cccc(O)c2)c1 | 19 | -5 | 12 | -15 | 3 | 4 | -1 | 3 | -8
CC(=O)Nc1ccc(CN2CCN(Cc3ccc(F)c(F)c3)C(CCO)C2)cc1 (configuration not stated) | 10 | 3 | 4 | 3 | -2 | 6 | 3 | 8 | 1
COc1ccccc1NS(=O)(=O)c1cc(NC(=O)c2cccs2)ccc1N1CCCCC1 | -7 | -39 | -27 | -2 | -15 | -32 | -45 | -74 | -8
CC(C)C(=O)c1c(C(C)C)nn2ccccc12 | 4 | 10 | -6 | 3 | 2 | 0 | -3 | -1 | 0
CCOC(=O)COc1cc([N+](=O)[O-])cc2cccnc12 | -4 | 1 | 2 | 5 | 0 | -2 | 4 | 1 | -6
Cc1cc(=O)[nH]c(Nc2ccc(N(C)C)cc2)n1 | -1 | -7 | -1 | -5 | 2 | 8 | -3 | 1 | 5
Cc1ccc(N2C(=O)CCSC23C(=O)Nc2ccccc23)cc1 (configuration not stated) | -10 | -8 | -2 | -9 | 7 | 4 | 0 | 0 | -1

Two entries from above, as tab-separated lines.
Structure	PREPL inhibitor	PAFAH2 inh	pPAFAH inh	ZTA DNA inh	PAFAH1B2 inh	PAFAH1B3 inh	LYPLA1 inh	LYPLA2 inh	EBNA-1 inh
CC(=O)Nc1ccc(CN2CCN(Cc3ccc(F)c(F)c3)C(CCO)C2)cc1 (configuration not stated)	10	3	4	3	-2	6	3	8	1
COc1ccccc1NS(=O)(=O)c1cc(NC(=O)c2cccs2)ccc1N1CCCCC1	-7	-39	-27	-2	-15	-32	-45	-74	-8

(more compounds)
SMILES | PREPL inhibitor | PAFAH2 inh | pPAFAH inh | ZTA DNA inh | PAFAH1B2 inh | PAFAH1B3 inh | LYPLA1 inh | LYPLA2 inh | EBNA-1 inh
COC(C[C@@H]1O[C@@H]1C(=O)[C@@H](C)OCc1ccccc1)OC | 0 | -5 | 6 | 18 | 6 | 0 | 4 | 1 | -3
COc1ccc(-c2noc(CSc3nc(-c4ccccc4)cc(=O)[nH]3)n2)cc1 | -14 | 0 | 0 | 18 | 1 | 6 | -4 | -1 | 1
COc1cc(S(=O)(=O)Nc2ccccc2)ccc1N=Cc1c(C)[nH]n(-c2ccc(C)cc2)c1=O | 14 | · | 17 | 0 | · | · | -11 | -19 | 11
CCOP(=O)(OCC)C(Nc1ccccc1)c1cc(OC)ccc1OC (configuration not stated) | -1 | -1 | -1 | 10 | 0 | 1 | 1 | 0 | -9
COc1ccc(/C=C/C(=O)Nc2cccc(S(=O)(=O)NC3=NCCCCC3)c2)cc1 | 31 | -7 | -3 | 9 | 2 | 2 | -3 | 1 | 4
COc1cc(/C=C/C(=O)OCC(=O)N2CCN(C(=O)c3ccco3)CC2)ccc1O | 19 | 9 | 3 | -5 | 0 | 2 | 1 | 3 | 9
CCC(=O)Nc1ccc2oc(-c3ccccc3Br)nc2c1 | 9 | -22 | 3 | 7 | 1 | 8 | -4 | -6 | -10
COc1ccccc1N1N=C(c2ccc([N+](=O)[O-])cc2)CC1c1ccccc1 (configuration not stated) | -21 | -26 | -7 | 10 | -8 | -14 | -10 | -15 | 2
Cc1cc(/C=N/Nc2nc(N3CCOCC3)nc(N3CCOCC3)n2)c(C)n1-c1ccccc1 | 23 | -4 | -1 | 5 | -3 | 3 | 2 | 5 | 6
CCOC(=O)c1c(NC(=O)CN2CCOCC2)sc(C(=O)NC)c1C | 1 | 1 | 4 | -6 | 4 | 3 | -2 | 0 | -1
